From PubChem BioAssay
KB-3-1 cytotox: qHTS assay for MDR1-selective chemotherapeutics: Primary screen using the parental adenocarcinoma cell KB-3-1; Potency, µM (series often up to 46.1 µM), without a hit: top-dose activity change, negative = cytotoxic, actives largely listed as cytotoxic; KB-3-1 viability, CellTiter-Glo ATP luminescence, 72 h; 400,000 tested, 1.4% active; note: potency is the fitted concentration of half-maximal effect; % is set by controls: 0 for no effect and ±100 for the full control effect; nearly all actives have a fitted effect of over 60% in size
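Parental KB-3-1 adenocarcinoma cells in phenol-red-free DMEM with 10% FBS were pin-treated with compounds at several concentrations, incubated 72 h at 37 °C, and viability read by CellTiter-Glo luminescence; concentration-effect curves were fitted after normalization.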
SW480 rereplic: A quantitative high throughput screen for small molecules that induce DNA re-replication in SW480 colon adenocarcinoma cells; Potency, µM (series often up to 46.1 µM), without a hit: at the top dose re-replication activation, hits mostly activators; AID 624297, 2012; 340,000 tested, 1.8% active; SW480 DNA re-replication, Hoechst DNA content imaging, 48 h; note: potency is the fitted concentration of half-maximal effect; % of control where 0% means no effect; nearly all actives have a fitted effect of over 55% in size
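First, 250 cells per well were seeded. Next, compound or vehicle (23 nL) was pinned in, plates sat 48 hr at 37 C. Finally Hoechst was added for 40 min before fluorescence scanning.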
IL1B secr inh: qHTS for Inhibitors of Inflammasome Signaling: IL-1-beta AlphaLISA Primary Screen | THP-1 LPS/ATP IL-1B secretion, AlphaLISA, 16 h; active compounds read low | activity change, % at 57.5 µM | 360,000 tested, 4.7% active; in the data active = activity change below about -50%; inconclusive = mostly about -30% to -49%; note: % is set by controls: 0 for no effect and ±100 for the full control effect
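Secreted IL-1B measured by AlphaLISA bead assay after 16 h compound exposure of THP-1 cells; compounds (final up to 57.5 uM) added 1 h before LPS (250 ng/mL) and ATP (1.25 mM) stimulation; lower signal means less secretion.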
GLP1R cytotox: qHTS of GLP-1 Receptor Inverse Agonists: Cytotox Screen; HEK293 cAMP-luciferase reporter cells, luminescence, 24 h; Potency, µM (doses to about 38.3 µM), for inactives: top-dose activity change, negative = inhibition, most hits filed as inhibitors; 410,000 tested, 0.13% active; AID 624418, 2012;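 note: loss of luciferase light is scored as toxicity; potency is the fitted concentration of half-maximal effect; % is set by controls: 0 for no effect and ±100 for the full control effect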
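Compound-treated cells are incubated 24 hr at 37 deg C under 5% CO2 after a 12 hour attachment period, then luciferase detection reagent is added and luminescence is measured following 12 min at room temperature; lowered signal indicates toxicity.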
HT1080 IDH1KD tx: qHTS for induction of synthetic lethality in tumor cells producing 2HG: qHTS for the HT-1080-IDH1KD cell line. HT-1080 IDH1 knockdown viability, ATP luminescence, 48 h. Potency, µM (titrated, usually from 46.1 µM), for inactives: at the highest dose activity, negative = toxicity, hits mostly cytotoxic. 360,000 tested, 2% active. AID 686971, 2013;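 note: potency is the fitted concentration of half-maximal effect; 0% = DMSO wells and -100% = cell-free medium wells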
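HT-1080-IDH1KD cells (IDH1 knocked down), 750/well in RPMI with 5% FBS, treated with compound 48 h at 37 degrees C. Viability by CellTiter-Glo luminescence, normalised to DMSO and no-cell wells; concentration-response curves classed.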
HT1080NT lethal: qHTS for induction of synthetic lethality in tumor cells producing 2HG: qHTS for the HT-1080-NT fibrosarcoma cell line; HT-1080-NT fibrosarcoma viability, CellTiter-Glo ATP luminescence, 48 h; Potency, µM (series often up to 46.1 µM), for the others: top-dose activity, negative = less viability, hits mostly cytotoxic; 360,000 tested, 1.6% active; AID 686970, 2013;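 note: NT is the 2HG producing partner of a matched IDH1 knockdown line; potency is the fitted concentration of half-maximal effect; 0% = DMSO-treated cells and -100% = media-only wells without cells; nearly all actives have a fitted effect of over 55% in size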
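Toxicity toward the 2HG-producing NT line was scored as %Activity, normalised to DMSO and no-cell wells, from CellTiter-Glo luminescence after 48 hours' treatment.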
DRD3 agonist: qHTS of D3 Dopamine Receptor Agonist: qHTS | D(3) dopamine receptor (Homo sapiens), P35462 | D3R DiscoveRx beta-arrestin cells, luminescence, 90 min | max activation, % | 410,000 tested, 0.58% active | AID 652048, 2013; in the data active = max activation above about 30%; note: 0% is about no effect; mostly tested at two doses, the higher about 12 µM
Target sequence (P35462 whole entry, looked up): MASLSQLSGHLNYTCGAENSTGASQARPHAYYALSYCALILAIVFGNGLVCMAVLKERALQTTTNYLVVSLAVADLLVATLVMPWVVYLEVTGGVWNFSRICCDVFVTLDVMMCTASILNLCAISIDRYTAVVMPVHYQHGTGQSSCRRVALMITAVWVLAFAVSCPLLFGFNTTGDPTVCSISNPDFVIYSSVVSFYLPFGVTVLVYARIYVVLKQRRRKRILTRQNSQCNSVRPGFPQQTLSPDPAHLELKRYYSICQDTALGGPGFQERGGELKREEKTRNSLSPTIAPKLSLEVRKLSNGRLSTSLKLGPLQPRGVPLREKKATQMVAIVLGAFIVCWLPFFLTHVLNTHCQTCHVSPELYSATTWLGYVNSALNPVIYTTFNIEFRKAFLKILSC
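Agonist mode: compounds and dopamine controls were applied to plated cells for 90 min at 37 degrees C after an overnight attachment at 1500 cells/well. Luminescent read-out followed 30 - 60 minutes at room temperature with DiscoveRx detection reagent.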
MCF10A rerep: A quantitative high throughput screen for small molecules that induce DNA re-replication in MCF 10a normal breast cells | MCF 10A DNA re-replication, Hoechst nuclear intensity, 48 h | Potency, µM (doses to about 46.1 µM), for the others: top-dose activity, positive = re-replication, hits mostly activators | 350,000 tested, 2.9% active; note: potency is the fitted concentration of half-maximal effect; % of control where 0% means no effect; nearly all actives have a fitted effect of over 50% in size
KB-V1 cytotox: qHTS assay for MDR1-selective chemotherapeutics: Primary screen using the drug-selected MDR subline cells KB-V1. Potency, µM (highest dose often 46.1 µM), inactives show top-dose activity change, negative = cytotoxicity, hits mostly cytotoxic. 400,000 tested, 3.4% active. KB-V1 MDR cells viability, CellTiter-Glo, 72 h; note: potency is the fitted concentration of half-maximal effect; % is set by controls: 0 for no effect and ±100 for the full control effect; nearly all actives have a fitted effect of over 60% in size
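KB-V1, DMEM (no phenol red) + 10% FBS; cpd pin-transferred, titration series; 72 h, 37 degrees C; CellTiter-Glo, luminescence. Data normalized, curve-fit.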
* = called active by the depositor; u = inconclusive; x = not tested or not shown; [ ] = dose if it differs, or a comment. Unless noted, calls come from the whole dose curve; as a rule, active = well fitted curve in the direction sought with a large enough effect; inconclusive = small, poorly fitted or top-dose-only effect, or another doubt; inactive = no such curve, though single readings can be large; an effect the other way counts as inactive or inconclusive. Rows were taken by chance; about 11% have a hit in one of these screens.

| molecule | KB-3-1 cytotox | SW480 rereplic | IL1B secr inh | GLP1R cytotox | HT1080 IDH1KD tx | HT1080NT lethal | DRD3 agonist | MCF10A rerep | KB-V1 cytotox |
| --- | --- | --- | --- | --- | --- | --- | --- | --- | --- |
| O=C(CC1CCCCC1)NCCS(=O)(=O)N1CCN(c2ccccc2)CC1 | -6% | -118%[inhibitor] | 8 | 4% | 1% | -7% | 0 | 12% | 3% |
| COc1ccc(CN(CC(=O)NCC2CCCO2)C(=O)CCC(=O)Nc2nccs2)cc1 (stereo unspecified) | 24% | -28% | -5 | -6% | 4% | 4% | 2 | -1% | -5% |
| CC(C)(C)c1cc(CCC(=O)NCc2ccccn2)cc(C(C)(C)C)c1O | 0% | u | 15 | -2% | -1% | 1% | 1 | -3% | -18% |
| COC(=O)c1c(NC(=O)CCCOc2ccccc2C)sc2c1CCC(C)C2 (stereo unspecified) | -10% | x | x | -3% | x | x | 4 | x | u |
| COc1ccc2cc(C#N)c(SCC(=O)N3CC(=O)Nc4ccccc43)nc2c1 | 7.3µM* | u | -10 | -2% | -8% | 0% | -5 | 21µM* | 14% |
| O=C(NC1CCCC1)c1ccc(CSc2nc3cccnc3n2Cc2ccccc2)cc1 | 7% | x | x | 5% | x | x | 1 | x | 11% |
| O=C(O)CCC(=O)Nc1nc2ccccc2s1 | -3% | -6% | -13 | 3% | 7% | -5% | -7 | 1% | 26% |
| COc1ccc(CCNC(=O)COc2cccc(-n3cnnn3)c2)cc1 | 17% | -5% | 13 | -3% | 5% | 2% | -2 | 2% | -3% |
| O=C(COC(=O)c1cc(C(F)(F)F)cc(C(F)(F)F)c1)NCc1ccc(Cl)cc1 | -2% | -3% | -1 | 15% | -5% | 0% | 0 | u | 11% |
| Cn1c(N)c(C(=O)c2ccc(F)cc2F)c(=O)n(C)c1=O | 27% | 0% | 19 | 13% | 10% | 6% | 1 | -4% | -4% |
| O=C1CN(C(=O)N[C@@H](Cc2ccccc2)C(=O)N[C@@H](Cc2ccccc2)C(=O)O)c2ccccc2N1 | 2% | -3% | 0 | 2% | 7% | 19% | 4 | -1% | 3% |
| COc1ccc(C(=O)NCCn2cc(SCC(=O)Nc3ccc4c(c3)OCCO4)c3ccccc32)cc1OC | -2% | x | x | -5% | x | x | 4 | x | u |
| O=C(Nc1ccc(NC(=S)NC(=O)c2cccs2)cc1)c1ccccc1 | -18% | u | 4 | 3% | -22% | -4% | -4 | 1% | u |
| O=C(/C=C/Nc1ccccc1OC(F)(F)F)C(F)(F)F | 5% | -1% | 0 | -12% | 8% | 18% | 1 | -3% | 4% |
| O=C(c1cc2nc(C3CC3)cc(C(F)(F)F)n2n1)N1CCCC1 | 18% | -7% | 3 | 2% | 11% | 12% | 2 | -9% | -1% |

The list goes on; the last 4 above are carried over.
| molecule | KB-3-1 cytotox | SW480 rereplic | IL1B secr inh | GLP1R cytotox | HT1080 IDH1KD tx | HT1080NT lethal | DRD3 agonist | MCF10A rerep | KB-V1 cytotox |
| --- | --- | --- | --- | --- | --- | --- | --- | --- | --- |
| COc1ccc(C(=O)NCCn2cc(SCC(=O)Nc3ccc4c(c3)OCCO4)c3ccccc32)cc1OC | -2% | x | x | -5% | x | x | 4 | x | u |
| O=C(Nc1ccc(NC(=S)NC(=O)c2cccs2)cc1)c1ccccc1 | -18% | u | 4 | 3% | -22% | -4% | -4 | 1% | u |
| O=C(/C=C/Nc1ccccc1OC(F)(F)F)C(F)(F)F | 5% | -1% | 0 | -12% | 8% | 18% | 1 | -3% | 4% |
| O=C(c1cc2nc(C3CC3)cc(C(F)(F)F)n2n1)N1CCCC1 | 18% | -7% | 3 | 2% | 11% | 12% | 2 | -9% | -1% |
| COC(=O)Nc1ncc(CN2CCc3ccccc3C2)s1 | -8% | 1% | 27 | -1% | 22% | -10% | -33 | 30% | -14% |
| Cc1nn(-c2ccccc2)c2sc(C(=O)Nc3cccc(O)c3)cc12 | u | x | x | -30% | x | x | 18 | x | -11% |
| COc1cc(OC)cc(C(=O)n2nc(C)cc2C)c1 | -4% | -3% | 12 | 4% | -1%[9.24 µM] | 2% | 7 | -1% | 0% |
| CN(C)CCNC(=S)Nc1ccc(-c2nc3ccccc3[nH]2)cc1 | -1% | -11% | -9 | 1% | -1% | -2% | -1 | -4% | 24% |
| Cc1ccc(C)c(NC(=O)c2ccc3c(=O)n4c(nc3c2)CCC4)c1 | 6% | 0% | -1 | -32% | 3% | 8% | 0 | 13% | 15% |
| Cc1[nH][nH]c(=O)c1C(c1c(C)[nH][nH]c1=O)c1cn(Cc2ccc(Cl)c(Cl)c2)c2ccccc12 | 23µM* | 9.2µM* | -98* | 3%[1.53 µM] | u | -20% | -19 | u | 13µM* |
| CC(=O)Nc1ccc(S(=O)(=O)NNC(=O)c2cccc(Br)c2)cc1 | 0% | -8% | 7 | -1% | 4% | 3% | 9 | 4% | 3% |
| Cc1ccc2[nH]c(C(=O)Nc3ccc(F)cc3)cc2c1 | 8% | u | 0 | -13% | 5% | 1% | -5 | 7% | 0% |
| COCc1[nH]nc2c1C1(C(=O)N(C)c3ccccc31)C(C#N)=C(N)O2 (stereo unspecified) | -10% | -7% | 0 | -13% | -3% | -3% | -7 | 2% | -5% |
| Cc1nn(-c2ccccc2)c(NC(=O)c2cccs2)c(-c2ccc(Cl)cc2)c1=O | -3% | -1% | 6 | 8% | 29% | 11% | -2 | -2% | u |
| COc1cccc(/C=N/n2c(-c3n[nH]c4c3CCC4)n[nH]c2=S)c1O | -5% | 1% | 4 | 24% | 4% | -1% | 0 | 0% | -32% |
| Cc1ccc(CNS(=O)(=O)c2cc3c4c(c2)CCN4C(=O)CC3)cc1 | -7% | -1% | 8 | -20% | 9% | 4% | 7 | 6% | 0% |
| COc1cccc(Cn2c(=O)n(-c3cccc(Cl)c3C)c(=O)c3c4c(sc32)CN(C(C)=O)CC4)c1 | u | x | x | -13% | x | x | 1 | x | u |
| COc1cccc(C(=O)NC(C)c2cccc3ccccc23)c1OC (stereo unspecified) | 0% | 1% | -65* | -16% | -17% | -23% | -3 | -14% | u |
| O=C(NCCc1ccccc1)c1c[nH]c2ccc(S(=O)(=O)Nc3ccc(F)cc3F)cc2c1=O | -4% | x | x | -3% | x | x | -11 | x | u |

Other records follow:
The line under a structure holds: KB-3-1 cytotox | SW480 rereplic | IL1B secr inh | GLP1R cytotox | HT1080 IDH1KD tx | HT1080NT lethal | DRD3 agonist | MCF10A rerep | KB-V1 cytotox
- CC(=O)c1cccc(N(CC(=O)NC2CCCCC2)C(=O)Cn2nnc(-c3ccccc3)n2)c1
→ 7% | -1% | 8 | 3% | -5% | -7% | -6 | 4% | -15%
- O=C(N/N=C/c1ccccc1)c1sccc1OCc1ccc(F)cc1
→ u | 0% | 3 | -20% | -28% | -5% | 2 | u | u
- Cc1cc(C(=O)Nc2sc3c(c2C#N)CCC(C)C3)cs1 (stereo unspecified)
→ -6% | u | -25 | 21% | -4% | 5% | -2 | u | 3%
- Clc1ccccc1CSc1nnc(/C=C/c2ccccc2)o1
→ 4% | -1% | -17 | 1% | 7% | 3% | -4 | u | 0%
- Cc1ccc(C(=O)NCC(=O)OCC(=O)Nc2cc(S(=O)(=O)N3CCOCC3)ccc2C)cc1
→ -5% | -3% | 6 | -2% | 14% | 4% | 5 | -2% | 22%
- COc1ccc(CN2CCC3CC2c2cc(-c4cccc(C)c4)ccc23)cc1 (stereo unspecified)
→ 0% | u | -18 | 3% | -22% | -18% | -24 | 9.2µM* | 0%
- Cc1ccc(S(=O)(=O)N(C)C)cc1NC(=O)CN1C(=O)NC2(CCCCCC2)C1=O
→ x | -10% | 6 | -4% | -10% | -2% | -12 | 1% | x
- COC(=O)c1[nH]c2cc(OC)ccc2c1NC(=O)CN1CCN(c2cccc(C)c2)C(C)C1 (stereo unspecified)
→ u | 15% | u | u | u | u | -11 | u | 21µM*
- O=c1ccc(-c2ccc(S(=O)(=O)Nc3cccc(Br)c3)o2)n[nH]1
→ 4% | -8% | 4 | 3% | 2% | 1% | 4 | -15% | u
- Cc1cc(NC(=O)CSc2cn(CCNC(=O)c3ccccc3)c3ccccc23)no1
→ 4% | -2% | -16 | -3% | 4% | 0% | 1 | u | 17%
- COc1ccc(/C=N/n2c(-c3ccco3)nc3ccccc3c2=O)cc1
→ 11% | -1% | -11 | 0% | 6% | 6% | 0 | 0% | 2%
- C/C(=N\NC(=O)c1nc2ccccn2c1C)c1cc2ccccc2o1
→ 20% | 14% | 5 | 19% | -16% | -28% | 8 | -1% | u
- COc1cccc(NC(=O)CN(C)C(=O)COc2ccc3ccccc3c2)c1
→ -1% | 4% | -11 | -17% | 12% | -3% | 5 | 2% | 15µM*
- COc1ccc(NC(=O)c2sc3ncn(CC(=O)N4CCN(c5ccccn5)CC4)c(=O)c3c2C)cc1OC
→ 6% | -2% | -7 | -3% | -9% | -12% | -1 | 0% | u
- CCOc1ccccc1NC(=S)N(CCN(C)C)C(C)c1ccncc1 (stereo unspecified)
→ 1% | -5% | 10 | 14% | -10% | 0% | -8 | 6% | -14%

Some values from the entries so far:
Cc1cc(NC(=O)CSc2cn(CCNC(=O)c3ccccc3)c3ccccc23)no1 in KB-V1 cytotox is listed with 17%
Clc1ccccc1CSc1nnc(/C=C/c2ccccc2)o1 in GLP1R cytotox is listed with 1%
Cc1ccc(S(=O)(=O)N(C)C)cc1NC(=O)CN1C(=O)NC2(CCCCCC2)C1=O in MCF10A rerep is listed with 1%
